Vif-APOBEC3G blk – qHTS for Inhibitors of Vif-A3G Interactions: qHTS | DNA dC->dU-editing enzyme APOBEC-3G (Homo sapiens), Q9HC16 | HeLa A3G-eYFP + Vif (tagged APOBEC3G with the HIV-1 protein that degrades it), YFP fluorescence, overnight | Potency, µM (series often up to 46.1 µM), for inactives: at the highest dose activity, negative = active, hits mostly inhibitors | 0.076% of 410,000 active;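 further: potency means the concentration at half of the fitted maximal effect; on the % scale 0 is the no-effect control and ±100 the full control effect; nearly all actives have a fitted effect of over 60% in size; hits raise eYFP signal because A3G escapes Vif-driven loss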
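HeLa cells stably expressing Vif and C-terminally eYFP-tagged A3G, seeded overnight at 37 deg C, then exposed to compound by pintool overnight at 37 deg C. Rise in yellow fluorescence (Ex 488/Em 500-530, Acumen) marks blocked Vif-driven A3G degradation.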
GRP78 ERSR act – qHTS for Inducers of the Endoplasmic Reticulum Stress Response (ERSR) in Human Glioma: qHTS. U87-MG GRP78 promoter luciferase reporter, 16 h. Potency, µM, without a hit: at the top dose activation, usual class: activators. 0.02% of 420,000 active. AID 602332, 2012; further: potency means the concentration at half of the fitted maximal effect; series mostly up to about 76 µM; % of control where 0% means no effect; nearly all actives have a fitted effect of over 35% in size
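ERSR induction read as luciferase luminescence (Bright-Glo, 10 min at room temperature) in stably transfected human U87-MG glioma cells exposed to compounds for 16 h, using GRP78 as sensor.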
RXFP1 agonist – qHTS Assay for Agonists of the Relaxin Receptor RXFP1. Relaxin receptor 1 (Homo sapiens), Q9HBX9. HEK293T-RXFP1 cAMP TR-FRET, 30 min; response scale: percent of porcine relaxin response, buffer zero. Potency, µM (titrated, usually from 57.5 µM), for the others: at the highest dose activation, usual class: activators. 0.3% of 370,000 active. AID 2676, 2010; further: potency means the concentration at half of the fitted maximal effect; on the % scale 0 is the no-effect control and ±100 the full control effect; nearly all actives have a fitted effect of over 60% in size; many of its hits are not listed in these tables
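HEK293 cells stably expressing RXFP1, treated 30 min at 37C with compounds plus PDE4 inhibitor Ro 20174; cAMP measured by HTRF TR-FRET. Normalized to buffer and 29 nM porcine relaxin; EC50 by Hill fit.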
TrxR1 substrate – qHTS Assay for Substrates of Mammalian Selenoprotein Thioredoxin Reductase 1 (TrxR1): qHTS. Thioredoxin reductase 1, cytoplasmic (Rattus norvegicus), O89049. purified TrxR1 substrate turnover, NADPH consumption readout. Potency, µM (series often up to 114 µM), inactives show at the top dose activity change, negative = substrate turnover. 0.01% of 390,000 active. AID 588456, 2011; further: potency means the concentration at half of the fitted maximal effect; on the % scale 0 is the no-effect control and ±100 the full control effect; nearly all actives have a fitted effect of over 50% in size
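Rat TrxR1, dispensed at 90 nM, was prereduced with 400 uM NADPH (final) for 5 min at ~22 deg C, then incubated with compound 15 min before 400 uM selenite. A first-read NADPH fluorescence drop versus no-compound background flagged substrates.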
Vif-A3F inh – qHTS for Inhibitors of Vif-A3F Interactions: qHTS; HeLa A3F-eYFP + Vif (tagged APOBEC3F with the HIV-1 protein that degrades it), YFP fluorescence increase; Potency, µM (doses to about 46.1 µM), for inactives: at the highest dose activity, negative = active; 0.2% of 390,000 active; AID 602313, 2012; further: potency means the concentration at half of the fitted maximal effect; % of control where 0% means no effect; nearly all actives have a fitted effect of over 65% in size
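HeLa cells stably expressing Vif plus C-terminally eYFP-tagged A3F were seeded, incubated overnight at 37 deg C, dosed with compound, incubated overnight again at 37 deg C. Yellow fluorescence (Ex 488/Em 500-530) reported blocked Vif-mediated A3F-eYFP degradation.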
USP1-UAF1 inh – Inhibitors of USP1/UAF1: Primary Screen. recombinant USP1/UAF1, Ub-Rhodamine cleavage fluorescence. Potency, µM (highest dose often 57.1 µM), for inactives: at the highest dose activity change, negative = inhibition, usual class: inhibitors. 0.23% of 390,000 active. AID 743255, 2014; further: potency means the concentration at half of the fitted maximal effect; on the % scale 0 is the no-effect control and ±100 the full control effect; nearly all actives have a fitted effect of over 60% in size; inactives centre near -12
Target sequence (O94782 whole entry, looked up): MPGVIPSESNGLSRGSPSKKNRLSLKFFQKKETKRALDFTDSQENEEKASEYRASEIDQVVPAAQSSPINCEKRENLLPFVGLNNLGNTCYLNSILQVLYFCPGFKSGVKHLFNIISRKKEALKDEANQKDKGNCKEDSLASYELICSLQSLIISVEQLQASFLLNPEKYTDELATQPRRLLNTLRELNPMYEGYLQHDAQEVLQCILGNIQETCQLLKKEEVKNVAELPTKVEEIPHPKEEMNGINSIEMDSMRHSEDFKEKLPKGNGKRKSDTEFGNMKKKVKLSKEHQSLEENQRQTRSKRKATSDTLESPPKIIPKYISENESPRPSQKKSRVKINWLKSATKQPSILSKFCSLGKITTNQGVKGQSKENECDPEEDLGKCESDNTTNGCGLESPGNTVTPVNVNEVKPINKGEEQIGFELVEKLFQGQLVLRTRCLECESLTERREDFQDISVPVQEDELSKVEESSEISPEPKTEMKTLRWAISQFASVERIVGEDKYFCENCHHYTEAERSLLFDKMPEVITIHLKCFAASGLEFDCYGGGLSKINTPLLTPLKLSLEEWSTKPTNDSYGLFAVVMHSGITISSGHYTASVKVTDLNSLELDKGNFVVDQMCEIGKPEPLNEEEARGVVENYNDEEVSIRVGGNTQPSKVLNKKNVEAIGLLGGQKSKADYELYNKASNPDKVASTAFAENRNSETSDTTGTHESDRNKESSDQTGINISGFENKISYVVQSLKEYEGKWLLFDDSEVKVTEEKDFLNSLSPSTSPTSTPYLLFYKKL
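Step one: compound is pinned into 1nM USP1/UAF1 in HEPES pH 7.8 buffer with TCEP. Step two: 15 min room-temperature incubation. Step three: Ub-Rho (150nM final) starts cleavage, tracked by fluorescence over six one-minute reads.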
IDH1 R132H inh – qHTS for Inhibitors of mutant isocitrate dehydrogenase 1 (IDH1): qHTS. Isocitrate dehydrogenase [NADP] cytoplasmic (Homo sapiens), O75874. IDH1-R132H enzyme, NADPH consumption, diaphorase/resazurin fluorescence. Potency, µM (doses to about 76.6 µM), inactives show at the highest dose activity change, negative = inhibition, usual class: inhibitors. 0.093% of 390,000 active; further: potency means the concentration at half of the fitted maximal effect; on the % scale 0 is the no-effect control and ±100 the full control effect; nearly all actives have a fitted effect of over 65% in size
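IDH1-R132H (0.5 ug/mL dispensed) in pH 7.5 Tris buffer was preincubated 30 min with compound, then given a substrate mix of 0.016 mM NADPH and 2 mM alpha-KG for 80 min at room temperature; remaining NADPH was read by diaphorase/resazurin fluorescence.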
PI4K2A block – qHTS for small molecular inhibitors of PI4K2A. purified PI4K2A, ADP-Glo luminescence, 1 h; hits give low values. activity change, negative = inhibition, % at 76.9 µM. Phosphatidylinositol 4-kinase type 2-alpha (Homo sapiens), Q9BTU6. 0.13% of 420,000 active; in the data active means activity change below about -50%; inconclusive means mostly about -30% to -49%;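 further: -100% = wells without enzyme as full effect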
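Compounds are screened against recombinant PI4K2A using PI as substrate and ATP, the latter dispensed at 300 microM. Reactions run one hour at ambient temperature before ADP-Glo detection; full inhibition defined by wells lacking enzyme.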
LDHA block – qHTS assay for inhibitors of human lactate dehydrogenase. L-lactate dehydrogenase A chain (Homo sapiens), P00338. AID 1347041, 2019. purified LDHA, NADH/diaphorase-resazurin fluorescence; hits give low values. activity change, % (values are at about 110 or 230 µM). 0.15% of 480,000 active; in the data active means activity change below about -30%; inconclusive means mostly about -25% to -30%;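 further: plate controls were DMSO wells for no effect and wells without enzyme for full effect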
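LDH5 2 nM; NADH 0.06 mM, pyruvate 0.2 mM; 200 mM Tris pH 7.4, EDTA, Tween-20; 5 min RT. Detection: diaphorase 0.133 mg/mL + resazurin 37 µM, fluorescence ex540/em590 at 0 and 20 min; normalized to enzyme-free and DMSO wells.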
The depositor's hits bear a star; ? = inconclusive; nt = not tested or not shown; & = joins results of further samples; [ ] = remark or other dose. Unless noted, the call rests on the fitted dose curve; in most records, active means well fitted curve in the direction sought with a large enough effect; inconclusive means small, poorly fitted or top-dose-only effect, or another doubt; inactive means no such curve, though single readings can be large; an effect the other way counts as inactive or inconclusive. These rows are one share of the data (hit frequency here may not be typical).

SMILES	IDH1 R132H inh	PI4K2A block	Vif-APOBEC3G blk	USP1-UAF1 inh	Vif-A3F inh	GRP78 ERSR act	TrxR1 substrate	LDHA block	RXFP1 agonist
Cc1ccc(-c2cccc(C3CC=CC4C3C(=O)N(Cc3ccccc3)C4c3ccc4ccccc4c3)c2)cc1 (centres undefined)	2%	3	0%&4%	-5%	-5%	0%&-2%	1%	-3	0.5%
COc1cccc2cc(C(C)OC(=O)Nc3ccc(C)cc3)oc12 (centres undefined)	-6%	-5	-1%	-3%	4%	6%	-11%	0	0.4%
C#CCN(C[C@@H]1[C@@H](OC(=O)Nc2cccs2)[C@@H](OC(=O)Nc2cccs2)Cn2c(=O)ccc(=O)n21)S(=O)(=O)c1ccc(C)cc1	12%	-15	-26%	-25%	1%	-13%	nt	-2	nt
CCOCCCNC(=O)c1cc2c(=O)n(CC)c3ccccc3c2s1	3%	2	?	-13%	-9%	1%	62%[activator]	4	2.9%
Cc1ccc(CN2CCN(Cc3cnc(C)s3)CC2CCO)cc1 (centres undefined)	2%	3	-2%	-1%	-8%	-3%	4%	0	0.9%
CSc1nc(NC(C)=O)nc(C)c1Cl	0%	3	-2%	-2%	4%	-4%	-12%	-14	1.1%
O=C(COC(=O)c1cc(=O)c2ccccc2o1)NCc1ccc(Cl)cc1	-2%	12	0%	-2%	0%	-3%	nt	-5&-6	nt
COc1ccc(CCNC(=O)c2ccc(N(C)S(=O)(=O)c3ccc(C)cc3)cc2)cc1	2%	0	0%	-8%	3%	-2%	0%[57.1 µM]	-8	1.9%
COCc1nc2ccccc2n1Cc1cccc(C)c1	2%&17%	-2&2	-2%&0%	-6%&2%	5%&-6%	-3%&3%	7%&0%	4&-6	4.1%&0.1%
CCN(CC)CCNC(=O)c1ccc(-c2nc(CN3CCc4ccccc43)c(C)o2)cc1	1%	-3	0%	-32%	0%	-4%	-5%[57.1 µM]	-2	3.1%
Cc1cc(OCCCn2cnc3ccccc3c2=O)ccc1[N+](=O)[O-]	7%	1	0%	-13%	-20%	-1%	-9%	1	4.0%
O=C(CCCSc1nnnn1-c1cccc2ccccc12)c1ccc(F)cc1	0%	-2	4%	-12%	-3%	-5%	-7%	-20	-0.2%
Cc1ccc(C(=O)N/C(=C/c2ccco2)C(=O)N2CCCCCC2)cc1	-4%	-3	5%	-12%	10%	-4%	-8%	-4	-0.8%
Cc1nn(-c2ccc(Cl)cc2)c2sc(C(=O)c3c(N)n(C)c(=O)n(C)c3=O)cc12	2%	5	-2%	-15%	-1%	0%	-12%	-4	3.6%
O=C(O)CN1C(c2ccccc2O)Nc2ccc(Br)cc2C1c1ccccc1 (centres undefined)	-3%	5	-12%	-14%	-1%	-2%	-6%[57.1 µM]	6	0.3%
COc1cc(/C=N/NC(=O)CCC(=O)Nc2ccc(F)cc2)ccc1O	-1%	6	3%	-18%	0%	-2%	-1%[57.1 µM]	2	-3.3%
CCN(CC)C(=O)COc1c(-c2ccco2)oc2ccccc2c1=O	8%	-5	0%	-4%	-16%	-4%	59%	-8	-1.4%
Cc1ccc2nc(NNC(=O)c3ccc(S(=O)(=O)N4CCc5ccccc5C4)cc3)sc2c1	-8%	-1	-21%	?	-22%	-7%	-8%	-11	-0.1%
O=c1c(Cl)c(Cl)cnn1Cc1nnc(-c2ccc(Cl)cc2)o1	13%	6	?	-16%	7%	-14%	9%	5	12%
O=C(CCSCCC(=O)NCc1ccc(F)cc1)NCc1ccc(F)cc1	6%	-4	1%	-10%	6%	-5%	1%	-3	0.7%
CN(Cc1c(C(=O)N/N=C/c2cccc(Cl)c2)nnn1-c1nonc1N)c1ccccc1	4%	1	1%	-12%	-3%	-4%	7%	-5	-0.9%
CCc1cc(=O)oc2cc(C)cc(OC(C)C(=O)NCc3ccccn3)c12 (centres undefined)	-6%	5	5%	-13%	2%	-3%	38%[activator][57.1 µM]	-2	4.8%
COc1cccc2c1C(=O)CC1C2CCC2CC(=O)CCC21C (centres undefined)	5%	4	-1%	-23%	-3%	-3%	4%	5	nt
O=C(O)c1cc(S(=O)(=O)Nc2ccc3cn[nH]c3c2)ccc1Br	1%	1	0%	-20%	-15%	-2%	2%	6	4.2%
Cn1c(=O)[nH]c(=O)c2c1nc(NN)n2CCOc1ccccc1	4%	-5	0%	-9%	9%	-6%	10%[57.1 µM]	5	-0.8%
Cc1cc(C)c(OCC(=O)Nc2ccccn2)c([N+](=O)[O-])c1	4%	6	-7%	-4%	-9%	3%	-7%	-9	2.2%
CCN1CCN(CCCNC(=O)CCC(=O)N2CCOc3ccc(Cl)cc32)CC1	0%	2	0%	-9%	-3%	-3%	17%[57.1 µM]	3	2.3%
O=C(Nc1cc(S(=O)(=O)Nc2ccc(Cl)cc2)ccc1O)c1ccc(S(=O)(=O)N2CCCCCC2)cc1	-9%	-3	-18%	-16%	?	-12%	-3%[57.1 µM]	-1	-3.5%
COc1ccc(NC(=O)Cn2c(=O)n(-c3ccc(OC)c(OC)c3)c(=O)c3ccccc32)cc1	25%	3	-4%	-15%	4%	-5%	11%	-1	?
O=C(NC(=S)Nc1ccc(S(=O)(=O)Nc2ncccn2)cc1)c1cccc(Br)c1	4%	1	-3%	-10%	6%	-4%	9%[11.4 µM]	-4	-1.2%
CCOc1ccccc1Nc1cc(-c2ccccc2)nc(C)n1	4%	-2	-5%	?	-1%	0%	7%	0	0.9%
COc1cc(C(=O)NCc2ccc(-c3nc4ccccc4s3)cc2)cc(OC)c1OC	1%	3	-8%	-9%	4%	4%	-10%	-3	7.4%
C[C@@H]1CN([C@H](C)CO)C(=O)CCCn2nncc2CO[C@@H]1CN(C)C(=O)C1CCCCC1	23%	2	2%	?	-15%	-2%	nt	-6	nt
COc1ccc(NC(=O)CC(C)CC(=O)NCc2ccccc2)c(OC)c1 (centres undefined)	-1%	-3	-6%	6%	0%	-6%	-2%	-1	1.6%
COc1cccc(OC)c1OCC(C)CNCC1CCCO1 (centres undefined)	7%	-6	-1%	6%	-4%	-4%	3%	-18	0.1%
COc1cccc(Oc2nc(C)nc3c2oc2ccccc23)c1	8%	-2	6%	-22%	-10%	0%	-8%[57.1 µM]	0	4.1%
O=C(c1ccc2c(c1)N(Cc1ccc(Cl)cc1)C(=O)c1ccccc1S2(=O)=O)N1CCC(Cc2ccccc2)CC1	-9%	-7	-3%	-32%	-3%	-2%	4%	-7	1.0%
COc1ccccc1N1CCN(/N=C/c2c(C)nn(-c3ccccc3)c2C)CC1	3%	6	1%	-15%	-2%	-1%	3%[57.1 µM]	9	-1.1%
CCOc1ccc(NC(=S)Nc2cccc3ccccc23)cc1	3%	-1	1%	?	?	8%	36%[activator]	0	-4.3%
O=C(Nc1cc([N+](=O)[O-])ccc1N1CCOCC1)c1cccs1	10%	2	-8%	-20%	-19%	-2%	6%	1	1.7%
CCCc1nc2ccccc2n1Cc1ccccc1OC	0%	-3	-2%	-14%	?	0%	6%[57.1 µM]	-7	5.7%
COc1ccc(CNC(=O)C[C@H]2C[C@H](C(=O)N3CCOCC3)[C@@]3(C)c4[nH]c5cc(-c6ccco6)ccc5c4CCN3C2=O)cc1OC	2%	1	-7%	-10%	8%	-1%	20%	-18	nt
O=C(Nc1ccccc1N1CCCC1)c1ccccc1Cl	2%	-13	-6%	-27%	10%	-1%	-2%	1	-2.1%
NNC(=O)c1ccc(Cn2cc(Cl)cn2)o1	-4%	-2	2%	-21%	5%	2%	8%	3	1.2%
O=S1(=O)c2ccccc2N(Cc2ccccc2Cl)c2ccccc21	-13%	-1	-2%	-9%	-6%	-3%	7%[57.1 µM]	1	2.9%
CCN1CCN(C(=O)CCc2nc3ccccc3c(=O)[nH]2)CC1	-6%	1	-4%	0%	-13%	-4%	-3%	-1	2.1%
CC(=O)N1CCc2c(sc(NC(=O)CCS(=O)(=O)c3ccc(C)cc3)c2C#N)C1	4%	5	?	-10%	-27%	0%	6%	-1	0.7%
CC(=O)c1cccc(N(C(=O)CNC(=O)c2ccco2)C(C(=O)NCC2CCCO2)c2ccccc2)c1 (centres undefined)	19%	0	0%	-6%	0%	2%	-5%[57.1 µM]	-22	-1.4%
O=C(COC(=O)c1ccc(O)cc1)Nc1ccc(Cl)cc1	0%	6	-1%	-9%	-13%	-3%	-18%	-13	0.7%
O=C(CN1CCN(CC(=O)Nc2ccccc2F)CC1)Nc1cccc(F)c1	-6%	1	1%	-14%	-12%	-2%	0%	-5	0.6%
